High-throughput results deposited in PubChem BioAssay by National Center for Advancing Translational Sciences (NCATS).
hERG WT inh = qHTS for Inhibitors of KCHN2 3.1: Wildtype qHTS | Voltage-gated inwardly rectifying potassium channel KCNH2 (Homo sapiens), Q12809 | U2OS, BacMam KCNH2, thallium flux FluxOr; active compounds read low | activity change, % at 1.84 µM | hit rate 0.37% among 340,000;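 active = maximum activity change below -70%; inconclusive = maximum activity change between -70% and -50%; inactive = maximum activity change above -50%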; also: % is scaled to controls: 0 for no effect and ±100 for the full control effect
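U2OS cells were transduced with wild-type KCNH2 virus (2.03 x 10^8 / mL) for 4 h at room temperature, then cultured overnight at 37 C. Thallium flux was read with FluxOr dye. Rate constants were normalized to DMSO controls.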
Tb PFK inh = qHTS Assay to Find Inhibitors of T. brucei phosphofructokinase; hit rate 0.17% among 330,000; Potency, µM (titrated, usually from 57.5 µM), without a hit: at the highest dose activity, negative = inhibition, most hits filed as inhibitors; T. brucei PFK, ADP-Glo luminescence; ATP-dependent 6-phosphofructokinase (Trypanosoma brucei brucei), O15648; AID 485367, 2010;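 also: potency is read from the fitted curve at half-maximal effect; 0% = uninhibited 1x PFK enzyme wells and -100% = no-enzyme wells; nearly all actives have a fitted effect of over 60% in size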
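Activity is normalized to no-enzyme wells (full inhibition) and 1.25 nM enzyme wells (no inhibition). Reaction: 0.5 mM F6P, 0.1 mM ATP, 45 min RT, ADP-Glo luminescence; concentration-response curves fitted and classed by quality.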
TCR act = Activators of T cell receptors: qHTS campaign | AID 504894, 2011 | primary human leukocytes, anti-CD3, IL-2 HTRF, 48 h | 330,000 tested, under 10 active | Potency, µM (highest dose often 9.22 µM), without a hit: top-dose activation of IL-2 secretion, hits mostly activators; also: % of control where 0% means no effect
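IL-2 produced over 48 hr by a-CD3 bead-stimulated primary human leukocytes exposed to compounds was detected with a homogeneous time-resolved FRET immunoassay, 665nm acceptor signal after 320nm excitation.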
GALK inh = qHTS Assay for Inhibitors of Human Galactokinase (GALK). hit rate 0.007% among 270,000. Purified GALK, Kinase-Glo residual ATP luminescence. Potency, µM (series often up to 57.5 µM), without a hit: at the top dose activity change, negative = inhibition, actives largely listed as inhibitors; also: potency is read from the fitted curve at half-maximal effect; % is scaled to controls: 0 for no effect and ±100 for the full control effect
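Galactose (100 uM) and ATP (35 uM) were turned over by 5 nM GALK for 1 h at RT. Kinase-Glo Plus then converted the remaining ATP into a luminescent signal.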
TSHR antagonist = Antagonists of the Thyroid Stimulating Hormone Receptor: HTS campaign; Thyrotropin receptor (Homo sapiens), P16473; TSHR-expressing cells, TSH-stimulated cAMP HTRF, 2 h; active compounds read low; activity change, negative = inhibition, % at 11.5 µM; hit rate 0.2% among 330,000; AID 504810, 2011;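 active = activity change below a set negative limit, meaning inhibition stronger than a set level, cut at about -70% in these data; inconclusive = activity change between two set negative limits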; also: % is scaled to controls: 0 for no effect and ±100 for the full control effect
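Competitive HTRF cAMP read-out (cryptate anti-cAMP antibody, cAMP-d2; 30 min, room temperature) in freshly harvested TSHR cells. Compounds added before TSH at EC80 (4nM final), followed by 2 hours' incubation at 37 deg C.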
AT treatment = qHTS Assay for Identifying a Potential Treatment of Ataxia-Telangiectasia; […] A-T fibroblasts, KAP-1 phosphorylation AlphaLISA; neocarzinostatin DNA damage 30 min before lysis; Potency, µM (highest dose often 57.5 µM), inactives show at the top dose activation, most hits filed as activators; hit rate 0.19% among 320,000; AID 485349, 2010; also: potency is read from the fitted curve at half-maximal effect; % of control where 0% means no effect; nearly all actives have a fitted effect of over 45% in size
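hTERT-immortalized A-T patient fibroblasts ([…]), 500 cells/well in OPTI-MEM, 1% FBS, got compounds for 60 min, then NCS for 30 min at 37C. Lysates were then assayed for phospho-KAP-1 by AlphaLISA (anti-pKAP1 donor, anti-KAP1 acceptor beads), 6 hr at 25C.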
BCR signal inh = qHTS Assay to Find Inhibitors of Chronic Active B-Cell Receptor Signaling | ABC-DLBCL IkBa-CBG/CBR reporter, luminescence ratio, 4 h | Potency, µM (titrated, usually from 46.1 µM), for the others: at the highest dose ratio change, negative = lower green/red ratio, actives largely listed as inhibitors | hit rate 0.05% among 340,000; active = well fitted inhibition curve with a large enough effect in the signal ratio, with a control signal flat, not every such curve was filed as active; inconclusive = small, poorly fitted or top-dose-only effect, or effect the other way, or a change in a side signal; the % refers to the signal ratio;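 also: potency is read from the fitted curve at half-maximal effect; plate controls were basal doxycycline-induced cells for no effect and cells given 10 µM MG132 for full effect; MG132 reads +100%, hits lower the ratio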
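Cell line TMD8 (human ABC DLBCL), stably expressing tet-inducible CBG68-IkBa fusion and CBR; IMDM/0.5% FBS; cpd up to 46 uM; dox induction, 4 h, 37C/5% CO2; dual luminescence; green/red ratio; MG132 control.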
Giardia killer = Small Molecules that selectively kill Giardia lamblia: qHTS | Giardia lamblia trophozoite viability | hit rate 0.15% among 340,000 | activity change, % at 7.66 µM, hits read low | AID 540267, 2011; in the data active = activity change below about -80%; inconclusive = between about -30% and that limit;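 also: parasites exposed to compound for two days anaerobically before the ATP read; % is scaled to controls: 0 for no effect and ±100 for the full control effect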
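Luminescent ATP signal served as the viability read-out, measured 15-30 min after adding ATP detection reagent to trophozoites that had been incubated with compounds for 48 hrs at 37 deg C anaerobically at 100 cells/well.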
Coupling enz = qHTS Assay for Inhibitors of Fructose-1,6-bisphosphate Aldolase from Giardia Lamblia: Coupling assay counterscreen; coupling enzyme system counterscreen, AmpLite Red fluorescence; activity change, negative = inhibition, % at 58.2 µM, hits read low; hit rate 0.67% among 290,000; in the data active = activity change below about -30%; also: % is scaled to controls: 0 for no effect and ±100 for the full control effect
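Counterscreen lacking aldolase: glyceraldehyde-3-phosphate coupling-enzyme reagent preincubated 10 min at RT with compound (at 57.5 uM final), then substrate/coupling system with AmpLite Red added; fluorescence read at 525/598 nm after 20 min RT.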
MLL CXXC-DNA inh = qHTS Fluorescence Polarization Assay for Inhibitors of MLL CXXC domain - DNA interaction; Histone-lysine N-methyltransferase 2A (Homo sapiens), Q03164; MLL-CXXC / FITC-HOXA9 DNA fluorescence polarization; Potency, µM (top dose mostly 115 µM), inactives show at the top dose activity change, negative = inhibition, hits mostly inhibitors; hit rate 0.037% among 290,000; active = well fitted inhibition curve with a large enough effect in the polarisation, with a control signal flat, not every such curve was filed as active; inconclusive = small, poorly fitted or top-dose-only effect, or effect the other way, or a change in a side signal; inactive = no such curve, though single readings can be large or run the other way; the % refers to the polarisation; also: potency is read from the fitted curve at half-maximal effect
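Fluorescence polarization: 7 uM MLL-CXXC (stock) preincubated 5 min with compounds, then 50 nM fluorescein-HOX-A9 DNA (stock) added; 30 min ambient. Buffer 50 mM Tris-HCl pH 7.5, 50 mM NaCl, 1 mM DTT, 0.05% BSA.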
* marks the source's active call; other numbers are inactive results; i = inactive; u = inconclusive; x = not tested or not shown; & = joins results of further samples; [ ] = remark or other dose. Unless noted, calls follow the shape of the dose curve; as a rule, active = well fitted curve in the direction sought with a large enough effect; inconclusive = small, poorly fitted or top-dose-only effect, or another doubt; inactive = no such curve, though single readings can be large; an effect the other way counts as inactive or inconclusive.

SMILES	hERG WT inh	Tb PFK inh	TCR act	GALK inh	TSHR antagonist	AT treatment	BCR signal inh	Giardia killer	Coupling enz	MLL CXXC-DNA inh
Cc1cc(C)nc(NC(C)(C)C(=O)O)n1	x	-9%	1%	4%	2	-1%	-1%	8	4	-9%
Cc1c(NC(=O)CSc2ccc3c(c2)OCCO3)c(=O)n(-c2ccccc2)n1C	-1	-4%	-2%	6%	1	7%	-1%	6	0	1%
Cc1ccc(C(=O)c2coc3ccc(O)cc23)cc1	-9	0%	6%	0%	0	-5%	0%	-10	-4	u
Cc1c(CCC(=O)N2CCC(C(=O)O)CC2)c(=O)oc2cc3oc4c(c3cc12)CCCC4	0	-1%	-5%	x	-3	-3%	u	10	1	-11%
CCCn1c(N)cc(=O)n(C)c1=O	3	2%	5%	11%	2	11%	-9%	-4	2	7%
Cc1cc(Oc2ccc(C(C)(C)C)cc2)nc(N2CCOCC2)n1	5	1%	6%	-1%	-12	x	-13%	-13	-1	-14%
COc1ccc(-c2nn(-c3ccccc3)cc2C(=O)N/N=C/c2ccc([N+](=O)[O-])o2)cc1	1	-6%	5%	1%	20	14%	-2%	-86*	-9	-1%
COc1cc(N2CN=c3s/c(=C\c4ccccn4)c(=O)n3C2)cc(OC)c1OC	3	-5%	-4%	-2%	2	-1%	u	0	-5	10%
Cc1csc(NC(=O)CSc2nnc(NC(=O)C3CC(=O)N(c4ccccc4)C3)s2)n1 (configuration not stated)	15	2%	2%[46.1 µM]	-3%	-18	-2%	0%	9	1	-3%
O=C(c1cccc2ccccc12)N1CCN(c2ccc([N+](=O)[O-])c(N3CCOCC3)c2)CC1	3	-5%	2%[46.1 µM]	-4%	-6	-5%	1%	1	1	-1%
O=C(N/N=C/C=C\c1ccc([N+](=O)[O-])cc1)c1cccnc1	-12	-1%	-5%	x	-4	1%	12%	-5	-1	2%
CC(c1ccon1)N(C)Cc1c(C(=O)N(C)Cc2ccccc2)nc2ccccn12 (configuration not stated)	-7	-2%	-1%	5%	-3	0%	-3%	-16	3	-3%
COc1ccc(CCNC(=O)CNC(=O)c2ccc(Br)o2)cc1OC	-2	-14%	2%	x	-3	1%	-3%	-17	x	x
CCOC(=O)c1c(C)oc2cc(Cl)c(O)c(CN(C)C)c12	4	-1%	4%	-1%	1	-6%	u	25	2	38%[activator]
C=CCn1c(=NC(=O)c2ccccc2[N+](=O)[O-])sc2cc(S(C)(=O)=O)ccc21	2	0%	-2%[46.1 µM]	-1%	-14	4%	2%	6	-5	2%
COC(=O)c1ccc(S(=O)(=O)N2Cc3ccccc3C2)cc1	-12	0%	-4%	10%	-7	8%	-9%	12	-2	4%
Cc1cccc(N2C(=S)NC3c4cc(Cl)ccc4OC2(C)C3C(=O)N(C)C)c1 (configuration not stated)	1	-3%	x	-3%	-6	-2%	u	-3	-4	-8%
Cn1c(CNC(=O)c2cccs2)nnc1SCC(=O)Nc1ccccc1	-1	-6%	0%[46.1 µM]	x	2	1%	1%	-3	3	2%
Cc1cc(Nc2ccccc2Br)n2nc(C)nc2n1	0	-4%	-14%	x	4	-9%	-2%	8	1	-2%
COc1ccc(OC)c(S(=O)(=O)Nc2cnc3ccccc3c2)c1	11	-1%	-1%	-1%	-10	5%	8%	8	0	2%
O=C(CN1CCCCCC1)Nc1ccccc1F	14	-1%	4%	0%	16	4%	u	7	2	-6%
CCc1nnc(NC(=O)CN2CCN(Cc3ccc(C)cc3)CC2)s1	33	-1%	2%	-2%	-5	5%	-4%	19	1	6%
CC(C)C1/C(=N/O)CC(c2ccccc2)NC1c1ccccc1 (configuration not stated)	-11	-4%	-8%	4%	11	13%	18%	-10	-8	2%
Cc1ccnc(Sc2ccc([N+](=O)[O-])cn2)n1	-9	2%	10%	-2%	9	5%[11.5 µM]	0%	2	6	0%
O=C(c1ccco1)N1CCC(c2nc(-c3ccccc3Cl)no2)CC1	-17	10%	x	0%	-19	0%	-10%	-3	1	-13%
COc1ccccc1C1=NOC(C)(c2sc(-c3ccc(Cl)cc3)nc2C)C1 (configuration not stated)	-5	-7%	1%	-1%	-2	13%	9%	-10	1	15%
Cc1ccccc1NC(=O)CSc1nc(O)cc(=O)n1C	-3	1%	1%	-1%	-9	-3%	-7%	5	4	1%
COc1ccc(CCN(C)CCC(=O)Nc2c(C)cc(C)cc2C)cc1OC	14	0%	-4%	0%	4	-3%	-2%	7	6	-10%
CC(=O)N1CCN(C(=S)NCc2ccccc2)CC1	-5	-1%	1%[46.1 µM]	1%	5	1%	3%	12	1	19%
Cc1onc(-c2c(Cl)cccc2Cl)c1C(=O)N=C(N)N1CC(C)OC(C)C1 (configuration not stated)	-1	-4%	-5%	4%	-7	-3%	14%	-9	2	-7%
C/C(=N\NC(=O)c1cccc(O)c1)c1ccc(NC(=O)Cc2ccccc2)cc1	0	-5%	9%	-1%	-4	2%	u	2	x	19%
Cc1ccc(C(=O)Nc2nnc(-c3ccc(C(C)(C)C)cc3)s2)cc1	4	1%	-2%	-2%	17	-2%	1%	-18	0	-1%
O=C(COc1ccccc1)N=C1SC2CS(=O)(=O)CC2N1Cc1ccccc1 (configuration not stated)	-4	0%	5%	-3%	20	4%	-1%	-13	x	4%
Nc1cc(-c2ccc(Cl)cc2)nn1S(=O)(=O)c1ccccc1	3	-6%	-1%	2%	11	11%	6%	1	-1	18%
CN(C)S(=O)(=O)c1ccc(C(=O)NC(=O)CSc2ccccc2)cc1	4	-3%	0%[46.1 µM]	-1%	14	2%	7%	-12	2	-11%
O=C(CCSc1ccc(Br)cc1)Nc1cccnc1	i	-5%	-2%	13%	-7	1%	-3%	-22	-2	4%
CC(=O)Nc1ccc(S(=O)(=O)NCC2CCC(C(=O)NCCc3ccccc3)CC2)cc1 (configuration not stated)	-2	0%	-1%	-3%	-7	-1%	0%&8%	9	x	10%
Cc1cccc(-n2c(=O)c3c4c(sc3n3c(=S)[nH]nc23)CCC4)c1	0	1%	-9%	3%	-4	-4%	1%	-10	3	-15%
CC(=O)c1ccccc1NC(=O)CCNC(=O)c1ccco1	-13	1%	-4%	-3%	6	4%	-1%	-12	-1	0%
COc1ccc(C(=O)Nc2cc3c(cc2N2CCOCC2)n(C)c(=O)n3C)cc1OC	-7	3%	2%	-4%	-12	-4%	-1%	14	x	0%
Cc1ccn(CC(=O)N2CCCC(N3CCN(c4ccc(F)cc4)CC3)C2)n1 (configuration not stated)	-15	1%	-4%	x	10	-15%	u	6	1	2%
CC(C)(C)c1nnc(N/N=C/c2ccc(Br)cc2)n(N)c1=O	1	0%	10%[46.1 µM]	-3%	-21	3%	u	9	2	10%
COC(=O)c1ccc(C2/C(=C(\O)c3ccc4c(c3)OCCO4)C(=O)C(=O)N2CCCN2CCOCC2)cc1 (configuration not stated)	-5	0%	2%	-3%	2	20%	-5%	-7	x	1%
Cc1ccccc1N1CCN(S(=O)(=O)N(C)C)CC1	-3	3%	5%	1%	-2	-2%	0%	12	5	2%
Fc1ccc(CNC(=S)Nc2cccc(Cl)c2)cc1	-13	-13%	1%[46.1 µM]	0%	-11	-3%	6%	13	1	0%
O=C(Nc1ccccc1O)c1ccc(NS(=O)(=O)c2cccc3cccnc23)cc1	-1	4%	6%	6%	3	-1%	u	-2	-1	24%
CN1CC(=O)Nc2ccc([N+](=O)[O-])cc2C1=O	-10	3%	12%	7%	-2	-3%	2%	20	-1	-8%
COCCCn1c(=S)[nH]c2ncccc2c1=O	1	-3%	-1%	-3%	-2	-2%	4%	0	-1	6%
CCn1nc(CC(=O)Nc2nnc(CC(=O)N3CCCCC3)s2)c2ccccc2c1=O	-1	2%	-2%	2%	4	x	-15%	-7	7	-2%
CC(C)(C)NC(=O)NC(=O)CN1CCN(S(=O)(=O)c2ccc3c(c2)CCCC3)CC1	9	1%	4%	x	-11	14%	1%	0	x	x
C=CCOc1cccc(C2C(C(=O)c3ccc(C)o3)=C(O)C(=O)N2c2nnc(C)s2)c1 (configuration not stated)	x	4%	x	x	53	-23%	-7%	x	x	x
